# Dengue-2 NS5 capping: flavivirus cap methylation enzyme inhibition – biochemical, confirmation dose response, primary screen (AID 588689). 340,000 tested, 0.3% active. inhibition, % at 25 µM, or IC50 in µM where a hit was titrated. Dengue-2 NS5 methyltransferase capping enzyme assay, biochemical; higher % means a stronger effect; in the data active = a potency from the dose series
# MgcRacGAP inhibition: MgcRacGAP GTPase-activating activity inhibitors, confirmation, biochemical, ADP Hunter fluorescence; MgcRacGAP-stimulated Rac1 GTP hydrolysis, ADP Hunter fluorescence; higher % means a stronger effect; GST-tagged Rac1 F28L mutant substrate; inhibition, % at 30 µM; hits with a dose series show IC50 in µM; 340,000 tested, 0.6% active;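 active = first-screen hits whose inhibition reached a set limit at any dose in the follow-up dose series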;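 note: fluorescence reports GDP produced by GAP-driven GTP hydrolysis; strong numbers were not always called active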
# * = called active by the depositor. An excerpt; rates above refer to the full screens.
1. CSCc1ccc(C(=O)OCC(=O)NC2CCCC2)o1
2. CC1(C)CC(=Cc2cc(O)ccc2[N+](=O)[O-])C(=O)c2ccccc21
3. CCOC(=O)C1=C(COC(=O)CNS(=O)(=O)c2ccc(C)c(C)c2)NC(=O)NC1C (stereo not given)
4. COc1ccc(-c2ccc(CN3C(C(C)C)C(=O)N(Cc4cn(CCC5OCCO5)nn4)CCS3(=O)=O)cc2)cc1OC (stereo not given)
5. Nc1ccn([C@@H]2O[C@H](CNC(=O)[C@H]3CCC(=O)N3)[C@@H](O)[C@H]2O)c(=O)n1
6. CCC1NC(=O)c2cc3ccccc3cc2-n2c1nc1cc(F)ccc1c2=O (stereo not given)
entry no.	1	2	3	4	5	6
Dengue-2 NS5 capping	0.6%	11.5%	-2.3%	0.6%	-8.3%	-1.1%
MgcRacGAP inhibition	5.0%	11.4%	4.8%	8.5%	17.2%	13.5%

7. COC(=O)[C@H]1C[C@H](OC(=O)Nc2c(C)noc2C)[C@@]2(O)CN(S(=O)(=O)c3ccc(C)cc3)CC2[C@H]1C(=O)OC (stereo not given in full)
8. O=C(COc1ccc(F)cc1Br)Nc1ccccc1N1CCCC1
9. CC1=C(C(=O)N(C)C)CC(CC(=O)NC2CCCC2)C(=O)N1CCCN1CCCC1=O (stereo not given)
10. CC(C)(CO)CN1CCC(n2nccc2NC(=O)C2CCOC2)CC1 (stereo not given)
11. CCN(C(=O)COC(=O)CNS(=O)(=O)c1ccc(C)cc1)C1CCS(=O)(=O)C1 (stereo not given)
12. O=C(C[C@H]1C(=O)N(CCc2ccccc2)C[C@@H]1Cc1ccccc1)Nc1ccc(Br)cc1
entry no.	7	8	9	10	11	12
Dengue-2 NS5 capping	-3.4%	-2.2%	-2.8%	6.9%	1.1%	2.8%
MgcRacGAP inhibition	14.3%	15.2%	14.8%	9.5%	3.4%	12.8%

13. CC1(c2ccc(Cl)cc2Cl)NC(=O)N(CC(=O)NCCC2=CCCCC2)C1=O (stereo not given)
14. COc1ccccc1Cn1c(=S)[nH]c2cc(C(=O)N3CC(C)CC(C)C3)ccc2c1=O (stereo not given)
15. CCOc1ccc(NC(=S)N2CCC(C(=O)c3ccc(OC)cc3)CC2)cc1
16. CCC1NC(=O)c2cccnc2-n2c1nc1cc(F)ccc1c2=O (stereo not given)
17. COc1ccccc1N(CC(=O)NCCSCc1ccccc1)S(=O)(=O)c1ccccc1
18. Cc1ccc(C(=O)N(Cc2ccco2)c2c(N)n(Cc3ccccc3)c(=O)[nH]c2=O)cc1
entry no.	13	14	15	16	17	18
Dengue-2 NS5 capping	-5.1%	-1.1%	-5.1%	-4.0%	1.1%	-3.3%
MgcRacGAP inhibition	4.6%	15.0%	4.6%	15.3%	10.4%	25.2%

19. CCN(CCn1cccn1)C(=O)c1ccc(OC2CCN(C(=O)CCOC)CC2)cc1
20. O=C1Nc2cc(C(=O)NCCCN3CCCC3)ccc2S/C1=C/c1cccc(Cl)c1
21. C[C@H]1CN([C@@H](C)CO)S(=O)(=O)c2ccc(Br)cc2O[C@H]1CN(C)C(=O)C1CCC1
22. C[C@H]1CN([C@@H](C)CO)C(=O)CCCn2nncc2CO[C@@H]1CN(C)Cc1ccc2c(c1)OCO2
23. CCOc1ccc(NC(=O)CN(C)C2=NS(=O)(=O)c3ccccc32)cc1
24. C[C@@H]1CN([C@H](C)CO)C(=O)c2c(c3ccccc3n2C)-c2ccccc2CO[C@H]1CN(C)Cc1ccc2c(c1)OCCN2C
entry no.	19	20	21	22	23	24
Dengue-2 NS5 capping	1.1%	-5.0%	-5.8%	1.7%	-1.6%	-0.6%
MgcRacGAP inhibition	9.8%	13.2%	-10.1%	-11.0%	14.1%	12.8%

25. CC1C(=O)N(Cc2cn(Cc3ccco3)nn2)CCS(=O)(=O)N1Cc1ccc(-c2ccncc2)cc1 (stereo not given)
26. O=C(OCc1cn([C@@H]2C[C@H](c3ccc(Cl)cc3)N(Cc3cccs3)C[C@H]2O)nn1)c1ccccc1
27. Cc1cc(Br)ccc1NC(=O)CN(C)C(=O)c1ccccc1OCc1c(C)noc1C
28. COc1cc(C=NN2CCCCC2)cc(OC)c1OC
29. O=S1(=O)CCN(C2CCCC2)CC1
30. COc1ccc(NC(=O)COC(=O)Cc2cccs2)cc1Cl
entry no.	25	26	27	28	29	30
Dengue-2 NS5 capping	-0.6%	-4.0%	-2.3%	1.1%	-6.9%	-7.5%
MgcRacGAP inhibition	12.7%	9.5%	8.6%	1.0%	8.6%	9.1%

# By substructure, the compounds so far containing two or more sulfur atoms
11. CCN(C(=O)COC(=O)CNS(=O)(=O)c1ccc(C)cc1)C1CCS(=O)(=O)C1 (stereo not given)
17. COc1ccccc1N(CC(=O)NCCSCc1ccccc1)S(=O)(=O)c1ccccc1
entry no.	11	17
Dengue-2 NS5 capping	1.1%	1.1%
MgcRacGAP inhibition	3.4%	10.4%

# (list continues)
31. COC(=O)C[C@@H]1C[C@H]2c3cc(N(C)C)ccc3O[C@H]2[C@H](CO)O1
32. C[C@@H]1CN([C@@H](C)CO)C(=O)c2c(c3ccccc3n2C)-c2ccccc2CO[C@H]1CN(C)S(=O)(=O)c1ccc(C(F)(F)F)cc1
33. O=C(SCc1c(O)c2ccccc2oc1=O)c1ccccc1
34. O=S(=O)(Nc1ccc(NS(=O)(=O)c2ccccc2)cc1)c1ccccc1
35. C[C@H]1CN([C@@H](C)CO)C(=O)c2cc(Br)cnc2O[C@H]1CN(C)S(=O)(=O)c1ccccc1F
36. CC(=NO)c1cc(Br)c2cccc3c2c1CC3
entry no.	31	32	33	34	35	36
Dengue-2 NS5 capping	2.3%	-1.6%	2.3%	-4.0%	-1.2%	-2.3%
MgcRacGAP inhibition	18.6%	7.5%	7.2%	12.5%	8.0%	6.9%

37. CCCc1cc(NCCOCCO)n2c(nc3ccccc32)c1C#N
38. Cc1cc(C)c(Cn2c(=O)[nH][nH]c2=O)cc1Cn1c(=O)[nH][nH]c1=O
39. Cc1cc(C)c(C)c(S(=O)(=O)N2CCNC(=O)C2)c1C
40. CN1OC[C@@H]2CN(C(=O)Cc3ccccc3)[C@H](c3ccccc3Br)C[C@@H]21
41. CC(C)C(=O)N1CCCCCCN1C(=O)C(C)C
42. COc1ccc2c(c1)C(=O)C1(CC2)OC1c1cccnc1 (stereo not given)
entry no.	37	38	39	40	41	42
Dengue-2 NS5 capping	4.4%	8.6%	3.4%	2.2%	2.9%	2.9%
MgcRacGAP inhibition	12.0%	4.2%	5.3%	11.1%	6.0%	7.5%

43. Cc1ccc(S(=O)(=O)N(C)C[C@H]2OCc3cn(nn3)CCCC(=O)N([C@H](C)CO)C[C@@H]2C)cc1
44. CN1C=CC(C(C(N)=O)c2ccccc2)c2ccccc21 (stereo not given)
45. Cc1cc(-c2ccc(Br)cc2)n2nc(C)cc2n1
46. C[C@@H]1CN([C@@H](C)CO)C(=O)CCCn2nncc2CO[C@H]1CN(C)C(=O)Nc1ccccc1F
47. Cc1onc(-c2ccccc2)c1C(=O)OCC(=O)Nc1ccccc1Cl
48. C[C@H](CO)N1C[C@H](C)[C@@H](CN(C)C(=O)NC2CCCC2)Oc2cc(Br)ccc2S1(=O)=O
entry no.	43	44	45	46	47	48
Dengue-2 NS5 capping	-8.1%	1.7%	3.3%	-2.8%	-5.7%	8.3%
MgcRacGAP inhibition	11.0%	5.4%	12.4%	10.7%	4.2%	9.5%

49. COc1ccc(C)cc1S(=O)(=O)N1CCCC(N2CCN(c3ccccc3)CC2)C1 (stereo not given)
50. CC(C)Oc1ccc(S(=O)(=O)N2CCOCC2)cc1NC(=O)CC1CC2CCC1C2 (stereo not given)
51. CCOCCC(=O)Nc1ncc(S(=O)(=O)c2ccc([N+](=O)[O-])cc2)s1
52. Cc1cc(C(=O)COc2ccc(Br)cc2F)c(C)n1CC1CCCO1 (stereo not given)
53. COCOCCn1cc(CN2CCS(=O)(=O)N(Cc3ccc(-c4ccc(OC)cc4)cc3)C(CC(C)C)C2=O)nn1 (stereo not given)
54. CN(c1ccc(-c2csc(NC(=O)CCCc3nc4ccccc4c(=O)[nH]3)n2)cc1)S(C)(=O)=O
entry no.	49	50	51	52	53	54
Dengue-2 NS5 capping	0.6%	-8.2%	2.3%	8.2%	-5.2%	1.1%
MgcRacGAP inhibition	14.0%	24.1%	8.5%	16.0%	6.0%	-7.9%

# From no. 38 to 51, copied from above:
38. Cc1cc(C)c(Cn2c(=O)[nH][nH]c2=O)cc1Cn1c(=O)[nH][nH]c1=O
39. Cc1cc(C)c(C)c(S(=O)(=O)N2CCNC(=O)C2)c1C
40. CN1OC[C@@H]2CN(C(=O)Cc3ccccc3)[C@H](c3ccccc3Br)C[C@@H]21
41. CC(C)C(=O)N1CCCCCCN1C(=O)C(C)C
42. COc1ccc2c(c1)C(=O)C1(CC2)OC1c1cccnc1 (stereo not given)
43. Cc1ccc(S(=O)(=O)N(C)C[C@H]2OCc3cn(nn3)CCCC(=O)N([C@H](C)CO)C[C@@H]2C)cc1
44. CN1C=CC(C(C(N)=O)c2ccccc2)c2ccccc21 (stereo not given)
45. Cc1cc(-c2ccc(Br)cc2)n2nc(C)cc2n1
entry no.	38	39	40	41	42	43	44	45
Dengue-2 NS5 capping	8.6%	3.4%	2.2%	2.9%	2.9%	-8.1%	1.7%	3.3%
MgcRacGAP inhibition	4.2%	5.3%	11.1%	6.0%	7.5%	11.0%	5.4%	12.4%

46. C[C@@H]1CN([C@@H](C)CO)C(=O)CCCn2nncc2CO[C@H]1CN(C)C(=O)Nc1ccccc1F
47. Cc1onc(-c2ccccc2)c1C(=O)OCC(=O)Nc1ccccc1Cl
48. C[C@H](CO)N1C[C@H](C)[C@@H](CN(C)C(=O)NC2CCCC2)Oc2cc(Br)ccc2S1(=O)=O
49. COc1ccc(C)cc1S(=O)(=O)N1CCCC(N2CCN(c3ccccc3)CC2)C1 (stereo not given)
50. CC(C)Oc1ccc(S(=O)(=O)N2CCOCC2)cc1NC(=O)CC1CC2CCC1C2 (stereo not given)
51. CCOCCC(=O)Nc1ncc(S(=O)(=O)c2ccc([N+](=O)[O-])cc2)s1
entry no.	46	47	48	49	50	51
Dengue-2 NS5 capping	-2.8%	-5.7%	8.3%	0.6%	-8.2%	2.3%
MgcRacGAP inhibition	10.7%	4.2%	9.5%	14.0%	24.1%	8.5%

# The results go on:
55. C[C@H]1CN([C@@H](C)CO)C(=O)CCCn2cc(nn2)CO[C@@H]1CN(C)S(=O)(=O)c1ccccc1C#N
56. CCc1nnc(NC(=O)C(NS(=O)(=O)c2ccccc2)C(C)C)s1 (stereo not given)
57. O=C(/C=C/c1ccccc1[N+](=O)[O-])OCC(=O)N1CCN(c2ccccc2)CC1
58. CC/C(=N\NC(=O)c1cc(C)oc1C)c1ccc(OC(F)F)cc1
59. Cn1ccc(=O)c2cc([N+](=O)[O-])ccc21
entry no.	55	56	57	58	59
Dengue-2 NS5 capping	-2.2%	-7.7%	-0.6%	-0.6%	-3.5%
MgcRacGAP inhibition	12.0%	4.4%	4.3%	5.5%	9.9%
